Bioassay records from PubChem.
CCHFV vOTU inh: CCHFV vOTU protease inhibition | 0.55% of 370,000 active | inhibition, % at 11.5 µM | Pep-AMC fluorescence; in the data active = inhibition above about 30%; note: 0% = vehicle wells with enzyme and 100% = no enzyme wells
VHR inh abs: blocks human VHR1 dual specificity phosphatase. P51452. AID 1654. inhibition, % at 13.3 µM. 0.52% of 290,000 active. recombinant VHR phosphatase, pNPP absorbance; in the data active = inhibition above about 50%; note: some compounds called inactive have numbers as strong as hits
Anthrax LF prot: inhibitors of Bacillus anthracis lethal factor protease. P15917. multiplex microsphere protease cleavage assay, LF. inhibition, % at 10 µM. 0.12% of 360,000 active; note: plate controls were buffer without enzyme for full effect and enzyme alone for no effect
BH1578 lux ind: induces V. cholerae light production without autoinducers | V. cholerae BH1578 lux reporter, luminescence, 6 h | activation, % at 18.7 µM | 0.16% of 350,000 active | AID 588436; in the data active = activation mostly above about 9.7%, no sharp cut-off; note: not every result past the cut was called active; inactives centre near 0; reference of the scale not given here
SSB-PriA inh: blocks PriA binding to SSB C-terminal tail; inhibition, % at 33 µM; 0.6% of 430,000 active; AlphaScreen SSBct-PriA binding, biotinylated peptide; AID 1272365; in the data active = inhibition mostly above about 37%, no sharp cut-off; inactive = mostly below about 20%;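 note: plate controls were negative control peptide for no effect and reference peptide for full effect; strong numbers were not always called active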
PfHsp40 rescue: restores yeast growth despite PfHsp40 toxicity; S. cerevisiae expressing PfHsp40, growth rescue, ATP luminescence; growth rescue, % at 12.5 µM; 0.68% of 340,000 active; AID 504582; in the data active = growth rescue above about 28%, passing the limit was not always enough;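 note: yeast W303a lacking pdr1 and pdr3 grown in galactose medium; growth measured after three days at 30 °C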
BoNT-A LC inh2: blocks Botulinum neurotoxin A light chain protease; multiplex microsphere protease substrate cleavage, flow cytometry; inhibition, % at 10 µM; 0.17% of 360,000 active; AID 588499; note: plate controls were buffer without enzyme for full effect and enzyme alone for no effect
Yp Topo-I inh: Y. pestis Topo-I inhibition via cleavage products | Y. pestis Topo-I cleavage product accumulation, plate reader | activity, % at 10 µM | AID 504884 | 0.064% of 360,000 active; in the data active = activity above about 50%, passing the limit was not always enough; note: inactives centre near 2
TcdB inh: blocks C. difficile toxin B glycohydrolase activity | AID 652162 | 0.24% of 350,000 active | TcdB glycohydrolase enzymatic assay, plate reader | inhibition, % at 9.99 µM | P18177; in the data active = inhibition above about 10%
3CLpro inhibitor: SARS-CoV 3CLpro protease inhibition; 0.14% of 290,000 active; recombinant SARS-CoV 3CLpro, quenched FRET peptide cleavage; P0C6X7; inhibition, % at 6 µM; AID 1706; in the data active = inhibition above about 12%
The depositor's hits bear a star; i = inactive; x = no result given; & = joins results of further samples. Cut-off read from the data, not from the text of the source, unless noted: active = inhibition above about 30%; inconclusive = no clear call, values can overlap the other calls; inactive = below that. Not all compounds are listed; the hit share may differ from the screen's.

SMILES	CCHFV vOTU inh	VHR inh abs	Anthrax LF prot	BH1578 lux ind	SSB-PriA inh	PfHsp40 rescue	BoNT-A LC inh2	Yp Topo-I inh	TcdB inh	3CLpro inhibitor
O=C(O)CCCNC(=O)CCCNC(=O)C(c1ccccc1)c1ccccc1	18.1	4.3	0.8	0.0	-16.9	0.4	0.7	-2.3	1.0	-3.8
O=C(/C=C/c1ccccc1Cl)c1ccccc(=O)c1O	-12.5	-17.2	2.3	-0.2	-2.0	64.0*	5.6	-5.8	x	0.2
CSc1ccccc1C(=O)NC1CCCN(Cc2ccccc2F)C1 (stereo unspecified)	-5.2	25.0	-9.2	-1.5	4.0	-0.7	5.0	-5.9	0.3	-2.3
O=S(=O)(c1ccc(-n2cnnn2)cc1)N1CCNCC1	10.8	27.4	-5.1	i	-1.2	0.8	-0.1	2.6	0.8	-3.2
O=C(Nc1cccc([N+](=O)[O-])c1)C1CC(=O)N(C2CCCCC2)C1 (stereo unspecified)	-7.4	-13.3	2.1	-1.2	-13.4	-0.7	-0.9	10.9	0.7	0.4
Cc1ccc(Nc2c(F)c(F)c(F)c(F)c2C(=O)O)cc1	0.9	8.5	-8.7	-0.6	0.3	-1.4	-1.2	5.7	-0.7	5.0
CC1CC(NS(=O)(=O)c2cc3c4c(c2)CCN4C(=O)CC3)CC(C)(C)C1 (stereo unspecified)	7.1	x	-3.5	i	-7.3	0.4	3.2	5.1	1.2	x
COC(=O)C1C2CC(=O)C(C2)C1C(=O)OC (stereo unspecified)	4.2	x	-2.5	i	-9.5	-0.8	-0.8	6.0	0.1	x
C[C@@]12C(=O)Nc3cc(F)c(F)cc3C(=O)N1[C@H]1c3cc(Cl)ccc3OC[C@@H]1[C@@H]2c1ccccc1	x	x	7.0	-0.5	-12.0	10.5	-0.3	9.2	x	x
O=C(CN1C(=O)NC2(CCCc3ccccc32)C1=O)NCc1ccc(Cl)cc1Cl (stereo unspecified)	2.5	8.5	-4.6	i	-1.5	-0.4	0.0	-1.9	2.7	0.5
CCOc1ccc(C(=O)CCC(=O)Nc2ccccc2C)cc1	-3.5	31.2	5.7	i	-19.4	-0.3	-1.1	-1.1	0.3	-1.6
CCCCn1c(N)c(N(CCC(C)C)C(=O)C2CC(=O)N(CCc3ccc(OC)c(OC)c3)C2)c(=O)[nH]c1=O (stereo unspecified)	14.0	x	-3.2	i	-7.0	-1.0	6.7	-3.5	1.0	x
CC(C(=O)N(C)Cc1ccccc1)N1CCN(C/C=C/c2ccccc2)CC1 (stereo unspecified)	8.2	48.2	1.3	-0.5	1.9	2.1	-1.4	20.1	0.3	-1.7
CC(C)OC(=O)N(C)C[C@H]1OCc2cnnn2CCCC(=O)N([C@@H](C)CO)C[C@H]1C	-7.3	x	-2.3	-0.5	x	x	-0.3	4.4	2.5&-1.4	x
O=C(Sc1cccc2cccnc12)c1ccccc1Br	-0.8	35.6	1.4	-0.1	x	119.0*	0.9	6.1	-0.1	6.8
CN(C)CCCN(C(=O)C1=COCCO1)c1nc2ccc(Br)cc2s1	3.8	7.7	-1.4	0.3	5.6&-17.0	0.3	-1.4	-11.8	1.7	1.6
COC(=O)c1sc(N)c(C(=O)OC)c1CSc1nnc(-c2ccccc2Cl)n1C	-7.8	13.8	-1.9	-12.5	-20.5	1.1	-0.1	16.1	x	-2.0
O=C(COc1ccccc1/C=C1\SC(=S)NC1=O)Nc1ccc(F)cc1	4.9	x	-7.5	-3.3	-16.7	0.0	0.3	-6.3	0.3	x
O=C(NNc1ccccc1)C(CCO)C(=O)NNc1ccccc1	-9.6	20.4	-6.9	-3.2	-5.4	3.0	-0.3	7.2	-17.9	-1.9
Cc1ccc(S(=O)(=O)N2CCCN(C(=O)CNC(=O)c3cccc(C)c3)CC2)cc1	-7.3	x	-0.8	2.5	-6.1	-0.5	-0.1	12.3	0.2	x

An excerpt from the list above:
SMILES	CCHFV vOTU inh	VHR inh abs	Anthrax LF prot	BH1578 lux ind	SSB-PriA inh	PfHsp40 rescue	BoNT-A LC inh2	Yp Topo-I inh	TcdB inh	3CLpro inhibitor
O=C(Sc1cccc2cccnc12)c1ccccc1Br	-0.8	35.6	1.4	-0.1	x	119.0*	0.9	6.1	-0.1	6.8
CN(C)CCCN(C(=O)C1=COCCO1)c1nc2ccc(Br)cc2s1	3.8	7.7	-1.4	0.3	5.6&-17.0	0.3	-1.4	-11.8	1.7	1.6
COC(=O)c1sc(N)c(C(=O)OC)c1CSc1nnc(-c2ccccc2Cl)n1C	-7.8	13.8	-1.9	-12.5	-20.5	1.1	-0.1	16.1	x	-2.0
O=C(COc1ccccc1/C=C1\SC(=S)NC1=O)Nc1ccc(F)cc1	4.9	x	-7.5	-3.3	-16.7	0.0	0.3	-6.3	0.3	x
O=C(NNc1ccccc1)C(CCO)C(=O)NNc1ccccc1	-9.6	20.4	-6.9	-3.2	-5.4	3.0	-0.3	7.2	-17.9	-1.9

Further compounds:
SMILES	CCHFV vOTU inh	VHR inh abs	Anthrax LF prot	BH1578 lux ind	SSB-PriA inh	PfHsp40 rescue	BoNT-A LC inh2	Yp Topo-I inh	TcdB inh	3CLpro inhibitor
CC(C)C1COS(=O)(=O)NC1CC(=O)SC(C)(C)C (stereo unspecified)	1.8	8.9	0.7	i	-6.7	0.8	-0.1	-12.1	1.9	-0.1
CN(C(=O)c1cccc(NC(=O)Cc2cccc(NC(=O)C3CCN(C(=O)C4CCC4)CC3)c2)c1)C1CCC1	8.0	x	3.0	i	-14.0	1.7	-0.4	24.2	0.7	x
Cc1ccc(S(=O)(=O)n2nc(C)c(C#N)c2N)cc1	-8.7	-3.9	-2.1	0.2	-11.7	-1.8	0.4	-4.8	0.8	2.5
CCOC(=O)C1CCN(C(c2ccccn2)c2c(C)[nH]c3ccccc23)CC1 (stereo unspecified)	11.1	21.8	-6.2	-0.2	-5.5	-1.9	-0.4	-10.5	x	3.6
Cc1ccccc1CC1(CO)CCCN(Cc2nc(-c3cccs3)oc2C)C1 (stereo unspecified)	22.0	-14.5	-2.0	i	9.8	-0.8	0.4	4.2	1.2	-1.2
Cc1ccc(OC2CCN(C(=O)[C@H]3O[C@@H](n4cnc5c(N)ncnc54)[C@H](O)[C@@H]3O)CC2)cc1	11.2	x	-7.6	x	x	x	-0.1	x	0.9	x
Cc1cc(NC2C3CC4CC(C3)CC2C4)n2nnnc2n1 (stereo unspecified)	-10.8	13.4	-4.0	-0.7	-17.1	1.9	-1.3	4.5	x	1.2
CC(NC(=O)c1ccc(F)cc1)c1nc2ccccc2n1Cc1ccccc1F (stereo unspecified)	x	8.7	0.2	i	-7.0	-0.2	-7.2	19.5	0.3	-2.5
Nc1ccnc(C(F)(F)F)c1C(=O)c1ccccc1	0.4	43.3	1.4	i	-4.7	1.4	-0.1	5.1	x	-1.0
O=Cc1c(NCCN2CCOCC2)c2ccccc2[nH]c1=O	-4.6	-14.5	-7.9	i	4.5	-0.6	2.3	-0.9	0.9	2.0
COc1ccccc1NC(=O)Cn1cncc1-c1ccc([N+](=O)[O-])cc1	8.5	13.9	1.7	i	3.3	-0.8	0.9	-10.8	x	7.9
Cc1ccc(OCc2nnc(N)s2)cc1C	-15.8	8.4	6.7	i	-17.1	x	-0.1	0.8	2.1	4.2
O=C(NCc1ccccc1Cl)C(=O)c1c[nH]c2ccccc12	-7.0	16.6	-0.2	0.9	-26.8	-0.7	0.4	4.4	x	8.6
COC(=O)Cc1c(O)ccn(Cc2cccc3ccccc23)c1=O	-6.0	16.8	-0.7	i	-1.1	-1.7	1.0	1.0	x	10.7
CCn1c(SCC(=O)Nc2ccc3[nH]c(=O)[nH]c3c2)nnc1-c1ccccc1	-8.7	18.8	-2.9	i	-8.5	-1.6	-0.4	5.3	0.1	-2.7
COc1ccc(NC(=O)C(=O)N/N=C/c2cc(C)n(-c3cccc(Cl)c3Cl)c2C)c(OC)c1	-3.5	21.8	-1.6	i	x	-0.8	0.8	9.9	x	-3.1
CCOC(=O)c1cc(NC(=O)N(C(C)C)C2CCCCC2)c(C)nc1C	-4.2	-11.0	-6.4	-0.8	9.2	-0.9	0.6	-6.4	1.6	-3.9
O=C1CN=C(c2ccccc2)c2oc3ccc(Br)cc3c2N1	0.2	30.4	-3.2	-0.7	-6.5	-0.8	1.0	14.5	x	-0.1
O=C(O)c1ccc(S(=O)(=O)c2ccc3c(c2)C(=O)N(c2ccc(O)cc2)C3=O)cc1	16.0	-15.2	-0.2	-5.5	-10.7	-0.6	-0.2	-0.2	-4.7	3.3
O=C(CN(Cc1ccccc1)C(=O)c1ccco1)NCc1ccc(F)cc1	8.9	25.2	-2.3	i	-4.4	1.2	-0.2	7.7	x	-3.7

Single records (already shown). Order of values: CCHFV vOTU inh, VHR inh abs, Anthrax LF prot, BH1578 lux ind, SSB-PriA inh, PfHsp40 rescue, BoNT-A LC inh2, Yp Topo-I inh, TcdB inh, 3CLpro inhibitor
Results for Cc1cc(NC2C3CC4CC(C3)CC2C4)n2nnnc2n1 (stereo unspecified) → -10.8, 13.4, -4.0, -0.7, -17.1, 1.9, -1.3, 4.5, x, 1.2
Results for O=C(O)c1ccc(S(=O)(=O)c2ccc3c(c2)C(=O)N(c2ccc(O)cc2)C3=O)cc1 → 16.0, -15.2, -0.2, -5.5, -10.7, -0.6, -0.2, -0.2, -4.7, 3.3
Results for Cc1ccc(OCc2nnc(N)s2)cc1C → -15.8, 8.4, 6.7, i, -17.1, x, -0.1, 0.8, 2.1, 4.2
Results for O=Cc1c(NCCN2CCOCC2)c2ccccc2[nH]c1=O → -4.6, -14.5, -7.9, i, 4.5, -0.6, 2.3, -0.9, 0.9, 2.0

Other compounds follow.
SMILES	CCHFV vOTU inh	VHR inh abs	Anthrax LF prot	BH1578 lux ind	SSB-PriA inh	PfHsp40 rescue	BoNT-A LC inh2	Yp Topo-I inh	TcdB inh	3CLpro inhibitor
COc1ccc(S(=O)(=O)N(C)C)cc1NC(=O)COC(=O)c1nn(C)c(=O)c2ccccc12	24.9	4.7	-1.6	i	-3.8	0.0	-0.1	-3.9	1.1	-2.5
O=C(c1n[nH]c2c1CCC2)N1CCCC(Nc2cccc(F)c2)C1 (stereo unspecified)	-0.6	27.2	3.7	-3.1	-7.3	0.4	-0.6	0.5	2.2	-7.9
Cc1occc1-c1nnc(SCC(=O)N2c3ccccc3CCc3ccccc32)n1C	5.0	22.2	5.3	x	0.2	1.0	0.4	9.7	x	-4.7
CC(NS(C)(=O)=O)C(c1cccs1)N1CCN(c2ccc(F)cc2)CC1 (stereo unspecified)	-23.5	-10.9	-0.2	-8.0	-10.5	1.3	0.9	4.8	-0.5	-0.8
O=C(C1CCCN1C(=O)c1cccs1)N1CCN(S(=O)(=O)c2ccc(F)cc2)CC1 (stereo unspecified)	-11.3	x	6.7	-4.3	-3.4	0.3	-0.6	-9.4	1.4	x
Cn1c(=O)c2c(nc3n2CC(CO)O3)n(C)c1=O (stereo unspecified)	4.2	58.7*	-9.6	-0.2	-1.6	-0.5	4.6	-2.5	-0.5	-3.1
CCOC(=O)C1=C(C)Nc2ccccc2N/C1=N\S(=O)(=O)c1cc(C(=O)O)ccc1Cl	1.2	x	0.7	-1.5	x	0.5	0.1	1.4	-1.4	x
Cc1nnc(NS(=O)(=O)c2ccc(F)cc2)s1	-13.1	x	19.0	14.8	0.8	0.1	-4.3	5.7	-0.1	x
CC1CN(c2snnc2C=C2C(=O)OC(C)(C)OC2=O)CC(C)O1 (stereo unspecified)	4.0	4.8	-1.6	i	1.8	-0.2	-0.5	1.1	-0.1	1.1
O=C1/C(=C/c2cccnc2)SC(=S)N1N1CCOCC1	-9.3	-7.7	0.7	-0.3	2.6	-0.3	0.8	-2.3	2.1	-3.8
COc1cccc(C2=CC(=O)CC(C)(C)C2)c1	0.3	x	0.1	0.3	-7.7	-0.6	-0.3	3.8	2.7	x
O=C1N/C(=N/N=C/c2ccccc2O)SC1Cc1ccc(F)cc1 (stereo unspecified)	-3.0	-3.6	-4.2	-0.2	x	0.3	-0.4	6.1	0.3	2.0
